Bioassay records from PubChem BioAssay.
CYP2C19 act: increases human CYP2C19 enzyme activity; P33261; recombinant CYP2C19, luciferin-H EGE luminescence; hits give high values; 0 = fully inhibited enzyme, 1 = untreated enzyme; activation factor at 5 µM; 96,000 tested, under 10 active;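 active means activation factor of at least 2 at 5 µM in the primary screen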;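 further: 0 = wells with 2.5 mM tranylcypromine and 1 = vehicle-only wells; values of inactives mirror those of a sister screen read the other way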
Target sequence (P33261 whole entry, looked up): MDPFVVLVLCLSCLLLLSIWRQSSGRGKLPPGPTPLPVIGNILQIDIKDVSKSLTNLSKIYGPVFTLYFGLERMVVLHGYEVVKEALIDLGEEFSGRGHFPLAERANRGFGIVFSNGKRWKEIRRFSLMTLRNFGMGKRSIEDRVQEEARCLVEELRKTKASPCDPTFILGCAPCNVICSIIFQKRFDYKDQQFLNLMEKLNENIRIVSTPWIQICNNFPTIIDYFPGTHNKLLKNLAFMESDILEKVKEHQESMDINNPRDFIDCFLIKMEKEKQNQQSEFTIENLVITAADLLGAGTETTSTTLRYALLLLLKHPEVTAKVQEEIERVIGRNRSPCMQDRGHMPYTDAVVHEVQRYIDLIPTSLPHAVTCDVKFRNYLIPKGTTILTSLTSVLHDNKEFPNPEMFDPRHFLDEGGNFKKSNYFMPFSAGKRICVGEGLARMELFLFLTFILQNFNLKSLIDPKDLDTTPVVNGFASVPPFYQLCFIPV
Fibroblast inh: blocks proliferation of human lung fibroblasts; LL 47 human lung fibroblast viability, ATP luminescence; hits give low values; viability, % at 10 µM; 85,000 tested, 1.1% active;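 active means viability at or below 50% in the single dose screen; inactive means viability above 50%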;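 further: compound exposure lasted 72 h before the ATP readout; 100% = median luminescence of untreated cell-only wells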
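Test system: LL 47 human lung fibroblasts / Incubation: 72 h compound exposure at 37 °C after overnight plating / Technique: luminescent ATP detection, CellTiter-Glo / Compound dosing: 0.1% DMSO in all compound wells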
ERa SRC1 pot: enhances coactivator binding to human estrogen receptor alpha; coactivator binding (% of control), % at 25.6 µM; 86,000 tested, 1.3% active; P03372; TR-FRET ERalpha-LBD/SRC-Cy5 coactivator binding, 2 h; 100 = basal binding, no effect; in the data active means activity above about 200%;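 further: binding measured in presence of low estradiol as agonist stimulus; 0% = peptide alone without receptor and 100% = receptor with peptide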
Target sequence (P03372 whole entry, looked up, the tested form may be a part): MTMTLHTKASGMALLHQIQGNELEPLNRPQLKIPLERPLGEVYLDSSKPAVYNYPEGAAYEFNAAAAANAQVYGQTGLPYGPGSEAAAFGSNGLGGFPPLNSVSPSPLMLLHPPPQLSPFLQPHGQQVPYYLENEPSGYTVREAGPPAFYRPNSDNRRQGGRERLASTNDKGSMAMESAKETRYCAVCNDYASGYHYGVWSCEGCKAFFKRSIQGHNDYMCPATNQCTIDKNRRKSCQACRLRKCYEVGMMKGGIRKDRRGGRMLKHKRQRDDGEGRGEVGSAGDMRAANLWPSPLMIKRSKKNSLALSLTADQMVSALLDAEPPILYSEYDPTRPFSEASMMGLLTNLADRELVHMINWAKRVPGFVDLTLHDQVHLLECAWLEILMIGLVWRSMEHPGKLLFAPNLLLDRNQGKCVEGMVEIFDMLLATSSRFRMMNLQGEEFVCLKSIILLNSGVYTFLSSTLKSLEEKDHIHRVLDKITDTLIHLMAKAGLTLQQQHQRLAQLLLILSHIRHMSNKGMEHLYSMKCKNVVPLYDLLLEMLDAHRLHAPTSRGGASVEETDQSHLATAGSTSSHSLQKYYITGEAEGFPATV
H69AR growth 86K: growth inhibitors of human H69AR lung tumor cells. H69AR lung tumor viability, ATP luminescence, 72 h; hits give low values. viability, % at 10 µM. 85,000 tested, 6% active;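 active means viability at or below 40%; inactive means viability above 40%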;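 further: multidrug resistant small cell line overexpressing MRP-1 efflux transporter; 100% = mean luminescence of untreated control wells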
HUVEC prolif 384: blocks proliferation of human endothelial cells; HUVEC proliferation, CellTiter-Glo luminescence, 72 h; hits give low values; viability, % at 10 µM (by protocol); 86,000 tested, 1.1% active;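 active means viability at or below 30%; inactive means viability above 30%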;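 further: 100% = median luminescence of DMSO-only cell control wells on each plate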
CYP2C19 inh: human CYP2C19 inhibition; inhibition, % at 5 µM; CYP2C19 Supersomes, luciferin-H EGE luminescence, 30 min; AID 778; P33261; 96,000 tested, 21% active;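 active means CYP2C19 inhibition above a set limit at 5 µM in the primary screen, cut at about 50% in these data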;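 further: plate controls were negative control wells for no effect and 2.5 mM tranylcypromine positive control for full effect; values of inactives mirror those of a sister screen read the other way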
CD11b adhes inh: inhibitors of human CD11b/CD18 binding to fibrinogen; P05107+P11215; K562 CD11b/CD18 adhesion to fibrinogen, ATPlite luminescence; Mn2+ added to activate the integrin; inhibition, % at 10 µM; 93,000 tested, 0.54% active;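 active means primary inhibition of 50% or more at 10 µM, then 40% or more on retest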; further: some results filed as inactive read as strong as hits
CD11b adhes enh: increases human CD11b/CD18 adhesion to fibrinogen | activation, % at 10 µM | 93,000 tested, 0.07% active | AID 1499 | K562 CD11b/CD18 adhesion to fibrinogen, ATPlite luminescence;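 active means 10 µM primary screen giving 50% or more activity, confirmed by 40% or more on retest at that dose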; further: strong numbers were not always called active
ERa SRC1 inh: ER-alpha (human) coactivator binding inhibition. P03372. TR-FRET ER-alpha LBD / SRC-1 peptide, estradiol-bound. 86,000 tested, 1.7% active. inhibition, % at 25.6 µM; in the data active means inhibition above about 50%;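 further: 0% = receptor plus peptide control and 100% = peptide only without receptor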
Numbers without * were called inactive; nt = not tested or not shown; [ ] = dose if it differs, or a comment.

SMILES	CYP2C19 act	Fibroblast inh	ERa SRC1 pot	H69AR growth 86K	HUVEC prolif 384	CYP2C19 inh	CD11b adhes inh	CD11b adhes enh	ERa SRC1 inh
COc1ccc(Cn2c(CCC(=O)Nc3ccccc3)nc3cccnc32)cc1	0.8	95	127	89	75	21	-14	-4	10[fluorescence artefact?]
O=S(=O)(Nc1nnc(-c2ccccc2)s1)c1ccc(Cl)cc1	0.2	95	126	81	74	83*	86*	-10	3
CCOC(=O)CCC(=O)NCc1ccc2[nH]c(C)cc2c1	nt	110	102	98	98	nt	nt	nt	-6
O=c1oc(-c2cc3ccccc3o2)nc2sc3c(c12)CCCC3	0.9	nt	nt	nt	nt	14	13	-2	nt
COc1ccccc1NS(=O)(=O)N(C)C	1	96	67[fluorescence artefact?]	104	94	5	-30	2	-5
O=C(Nc1nc2ccc(S(=O)(=O)N3CCCCC3)cc2s1)c1ccncc1	0.1	93	76[fluorescence artefact?]	84	83	86*	nt	nt	7
O=C(CSc1ccc2c(c1)OCCO2)NCc1ccco1	0.5	102	132	89	91	55*	-12	-4	24
CCOC(=O)C(C)Sc1nc(N)c(NC(=O)c2ccc(OC)c(OC)c2)c(=O)[nH]1 (stereo not drawn)	1	94	122	109	100	-5	-6	-2	0
CCOC(=O)c1c(C)[nH]c(C(=O)OCC(=O)N2CCc3ccccc32)c1C	1.1	nt	122	91	96	-10	-4	42	36[fluorescence artefact?]
COCCn1c(SCC(=O)Nc2nnc(C)s2)nnc1-c1c[nH]c2ccccc12	0.8	97	95	96	108	19	-2	0	6[fluorescence artefact?]
COc1cc2c(=O)n(-c3ccc(C)cc3)c(=O)n(CC(=O)c3ccc4c(c3)OCO4)c2cc1OC	1	98	151	55	111	4	-54	3	-6
COc1ccc(C)cc1NC(=O)C1CC(=O)N(Cc2ccco2)C1 (stereo not drawn)	0.6	nt	116	102	95	36	-8	3	-2
Nc1nonc1C(=O)NCCNCc1c(OCc2ccccc2F)ccc2ccccc12	0.6	61	91	12*	43	36	-8	-4	-2
CCS(=O)(=O)CCSc1nc2ccccc2o1	1	111	113	89	112	4	-4	2	2
O=C1NC2(CCCCCC2)N=C1c1ccc(F)cc1	0.6	94	102	82	97	40	-9	-3	-6
O=C(Oc1ccc2ccccc2c1)c1ccco1	1	98	97	84	97	2	-1	4	-33[fluorescence artefact?]
CCOc1ccc(C(=O)Nc2cc(C)on2)cc1	0.9	nt	104	36*	99	15	-6	-1	5[fluorescence artefact?]
O=C(Nc1nc(-c2ccncc2)cs1)c1ccco1	0	88	-1[fluorescence artefact?]	66	86	97*	-3	52	98*[fluorescence artefact?]
CN(C1CCCCC1)S(=O)(=O)c1ccc2c(c1)c(=O)c(C(=O)NCCN1CCCC1)cn2C	0.9	104	98[fluorescence artefact?]	91	87	8	-5	-1	9[fluorescence artefact?]
Cc1ccc(S(=O)(=O)CNC(=S)c2ccc3ccccc3c2)cc1	0.4	nt	nt	nt	nt	60*	3	-1	nt
N=c1sc2ccccc2n1-c1ccccc1	1	100	109[fluorescence artefact?]	31*	94	-2	-25	6	-3
COc1ccc(-c2nnc(SCc3cccc(C)c3)n2N)cc1	0.5	108	106	100	96	52*	nt	nt	0
O=C(CN1CCc2ccccc2C1)Nc1ccccc1N1CCCCCC1	0.1	nt	nt	nt	nt	90*	16	4	nt
COc1nc(C)ccc1-c1noc(-c2ccncc2)n1	nt	104	105	90	112	nt	nt	nt	1
CCn1c(SCC(=O)Nc2nonc2C)nnc1-c1ccoc1C	0.7	100	105	82	108	33	-10	-5	-9
CC(=Nc1ccccc1)c1sc2ccccc2c1O	0.6	90	107[fluorescence artefact?]	44	82	39	2	-4	-11[fluorescence artefact?]
COc1ccc(OC)c(-c2cc(C(=O)N3CCCc4ccccc43)no2)c1	0.6	92	94	88	89	44	8	-4	-10
Cc1cc(Br)ccc1OCC(=O)N1CCCCCC1	0.7	109	86	83	113	27	-1	2	4[fluorescence artefact?]
COC(=O)c1[nH]c2cc(C)ccc2c1NC(=O)CN1CCN(c2ccccc2OC)CC1	0.8	nt	nt	nt	nt	24	-19	2	nt
CCc1cc(C)c(O)c(CC)n1	0.9	104	109	101	104	5	-19	-4	-10
CCN(CC)c1ccc(C2C3CCCCC3(O)CCN2CC(=O)N2CCCCC2)cc1 (stereo not drawn)	0.9	93	75[fluorescence artefact?]	71	93	5	6	4	15
CCOc1ccccc1OCCCC(=O)N1CCN(S(=O)(=O)c2ccc(C)cc2)CC1	0.1	92	107	71	90	86*	-18	6	-3
CC(C)C(=O)c1cn(CC(=O)N2CCCc3ccccc32)c2ccccc12	0.6	96	97	36*	77	42	-2	-6	12[fluorescence artefact?]
O=C(Nc1ccccc1)C12CC3CC(C1)CC(n1cnc([N+](=O)[O-])n1)(C3)C2	0.8	nt	nt	nt	nt	20	-4	7	nt
Cc1cc(Nc2nc3ccccc3[nH]c2=O)n(-c2ccccc2)n1	0.9	60	115	69	88	14	-9	-2	5
O=C(NC(Nc1nc2ccccc2s1)(C(F)(F)F)C(F)(F)F)c1ccccc1	0.2	nt	nt	nt	nt	76*	8	0	nt
O=CN1CCc2scc[n+]2-c2ccccc21	nt	97	91	81	92	nt	nt	nt	-4
Cc1ccc(NC(=O)CS(=O)CC(=O)NC(C)CCc2ccco2)cc1Cl (stereo not drawn)	0.7	95	102	99	88	34	7	0	5
O=C(CN1CCCC1)N1c2ccccc2Sc2ccccc21	nt	103	156[fluorescence artefact?]	nt	95	nt	nt	nt	-4
Cc1ccc(OCCC(=O)Nc2c(C)n(C)n(-c3ccccc3)c2=O)cc1	1.1	102	103	94	93	-11	6	-1	-4
O=c1c2ccccc2ncn1Cc1ccco1	0.9	95	114	79	89	12	6	4	-2[fluorescence artefact?]
CC1CCN(C(=O)C(C)Sc2nc(-c3ccccc3)cc(C(F)(F)F)n2)CC1 (stereo not drawn)	0.6	83	104	69	94	41	18	1	7
COc1ccc(CCN2CC34C=CC(O3)C(C(=O)NCc3ccccc3Cl)C4C2=O)cc1OC (stereo not drawn)	1	105	110	91	96	5	-4	-5	7[fluorescence artefact?]
CCCc1cc(=O)oc2cc(C)cc(OCc3nn[nH]n3)c12	0.9	91	112	93	94	8	-6	-1	-8
CC1=C(C(=O)OCc2ccccc2)C(c2cccnc2)n2ncnc2N1 (stereo not drawn)	0.7	98	119	97	103	35	-19	9	6[fluorescence artefact?]
CC(C)C(NC(=O)C1CCCCC1)C(=O)Nc1ccc2c(c1)OCCO2 (stereo not drawn)	0.9	93	95[fluorescence artefact?]	78	98	12	-6	-1	-7
CC1CCN(CC(=O)c2c[nH]c3ccccc23)CC1	0.9	nt	nt	nt	nt	12	-20	-5	nt
O=S(=O)(c1ccc(Cl)cc1Br)N1CCCCC1	0.1	95	106	80	98	87*	3	-1	-6
Cc1ccc(N2C(=O)C3ON(c4ccccc4)C(c4ccncc4)C3C2=O)cc1 (stereo not drawn)	0	92	135	108	88	100*	10	2	2[fluorescence artefact?]
Cn1c(=O)c2c(nc(SCC(=O)Nc3ccccc3N3CCCCC3)n2C)n(C)c1=O	0.1	100	107	62	80	87*	-5	0	5
Following part.
SMILES	CYP2C19 act	Fibroblast inh	ERa SRC1 pot	H69AR growth 86K	HUVEC prolif 384	CYP2C19 inh	CD11b adhes inh	CD11b adhes enh	ERa SRC1 inh
CC(=O)c1ccc(NC(=O)Nc2ccc3c(c2)N(C)C(=O)CS3)cc1	0.9	100	88	57	58	14	-33	4	12
CC1(C)SC2c3ccccc3C(=O)N2[C@@H]1C(=O)NCCCN1CCOCC1 (stereo partly drawn)	0.9	97	106	93	91	8	2	0	6
CC1=NC(Nc2nc(C)c3ccccc3n2)=NC(C)(C)C1	1	74	85	73	77	-2	3	3	10
Cc1ccc(CCNC(=O)c2nnn(-c3cccc(C)c3)c2N)cc1	0.9	101	92	94	86	6	-4	-3	12[fluorescence artefact?]
O=C1CC(c2ccco2)CC(O)=C1C=NCCN1CCNCC1 (stereo not drawn)	0.9	103	81	87	98	8	-42	3	5
Nc1cc(OC(=O)c2cccs2)nn1S(=O)(=O)c1ccc(F)cc1	0.6	109	60	80	87	40	5	-5	27[fluorescence artefact?]
COc1ccc(Cl)cc1N1C(=O)C2CCCN2C1c1ccc(F)cc1 (stereo not drawn)	0.5	91	97	92	93	49	11	-7	-6
CCCC(c1nnnn1Cc1cccs1)N1CCN(C2CCCC2)CC1 (stereo not drawn)	0.9	103	85	93	105	10	-4	-2	6
CC(=O)CC(=O)Nc1ccn(-c2ccccc2)n1	1	91	103	104	90	1	0	0	-5
O=C1C(Cl)=C(Nc2ccccc2O)C(=O)N1c1ccccc1	0.8	104	60[fluorescence artefact?]	39*	91	22	-2	-5	54*[fluorescence artefact?]

3 of the entries above in order of their number in CYP2C19 inh, largest number first.
SMILES	CYP2C19 act	ERa SRC1 pot	CYP2C19 inh	CD11b adhes inh	CD11b adhes enh	ERa SRC1 inh
CC(=O)c1ccc(NC(=O)Nc2ccc3c(c2)N(C)C(=O)CS3)cc1	0.9	88	14	-33	4	12
CCCC(c1nnnn1Cc1cccs1)N1CCN(C2CCCC2)CC1 (stereo not drawn)	0.9	85	10	-4	-2	6
CC(=O)CC(=O)Nc1ccn(-c2ccccc2)n1	1	103	1	0	0	-5

Carrying on.
SMILES	CYP2C19 act	Fibroblast inh	ERa SRC1 pot	H69AR growth 86K	HUVEC prolif 384	CYP2C19 inh	CD11b adhes inh	CD11b adhes enh	ERa SRC1 inh
O=C(CCN1C(=O)C2C3C=CC(C3)C2C1=O)N1CCN(c2ccccc2Cl)CC1 (stereo not drawn)	0.9	99	110	87	102	10	-21	3	-9
Cc1cc(C)nc(N(C#N)CN2C(=O)c3ccccc3C2=O)n1	1.1	96	108	95	91	-5	6	-3	-3
CC1=C(C(N)=O)C(c2cccc(OCc3ccccc3)c2)n2nnnc2N1 (stereo not drawn)	0.7	99	120	66	90	27	nt	nt	2[fluorescence artefact?]
CCOc1ccc(CCNC(=O)CCc2nc(-c3ccc(OC)cc3)no2)cc1OCC	0.8	93	96	96	103	19	-5	1	-4
Cc1cccc(-n2ncc3c(N)ncnc32)c1	1	91	109	75	73	3	13	-1	5
O=C(c1sc2ccccc2c1Cl)N(Cc1ccccc1Cl)C1CCS(=O)(=O)C1 (stereo not drawn)	0.7	98	130	60	94	30	16	-1	0
O=C(NCCNC(=O)C(F)(F)F)c1ccncc1	0.9	96	123[fluorescence artefact?]	95	88	14	2	0	5[fluorescence artefact?]
O=C(COc1cccc2ccccc12)NNC(=O)C1CCCO1 (stereo not drawn)	0.9	nt	nt	nt	nt	11	0	-4	nt
CCC(C)(C(=O)Nc1ccc2c(c1)OCCO2)N(C(C)=O)c1ccc(C(N)=O)cc1 (stereo not drawn)	0.9	109	102	97	89	10	nt	nt	-4
COC(=O)c1sc(NC(=O)C2CCCO2)c(C(=O)OC)c1C (stereo not drawn)	0.5	101	119	78	85	51*	3	3	-3
OC(CNc1ccccc1)COc1ccc(OCC(O)CNc2ccccc2)cc1 (stereo not drawn)	0.9	nt	nt	nt	nt	13	-16	2	nt
COc1cc(CC(=O)Oc2ccc3c(c2)OCO3)cc(OC)c1OC	1.2	96	97	81	79	-17	-1	2	5
Cc1ccc(Nc2c(N)c(=O)oc3ccccc23)cc1	nt	72	86[fluorescence artefact?]	13*	67	nt	nt	nt	-4
CCn1cc(Cl)c(C(=O)Nc2nc3ccccc3n2CCN2CCCCC2)n1	1	94	106	84	93	0	-10	-4	-5
Cc1ccc(-n2ncc3c(NCc4cccnc4)ncnc32)c(C)c1	nt	103	112	66	70	nt	nt	nt	3
Cc1nc(C(=O)Nc2cc(Cl)ccc2Cl)nn1-c1cc(OC(C)C)c(Cl)cc1Cl	0.8	nt	nt	nt	nt	20	-2	4	nt
